# Anthrax LF inh2 = anthrax lethal factor protease inhibition; P15917; multiplex microsphere protease cleavage assay, LF; inhibition, % at 10 µM; 0.12% of 360,000 active; AID 588501; in the data active means inhibition above about 30%; further: plate controls were buffer without enzyme for full effect and enzyme alone for no effect
# Target sequence (P15917 whole entry, looked up): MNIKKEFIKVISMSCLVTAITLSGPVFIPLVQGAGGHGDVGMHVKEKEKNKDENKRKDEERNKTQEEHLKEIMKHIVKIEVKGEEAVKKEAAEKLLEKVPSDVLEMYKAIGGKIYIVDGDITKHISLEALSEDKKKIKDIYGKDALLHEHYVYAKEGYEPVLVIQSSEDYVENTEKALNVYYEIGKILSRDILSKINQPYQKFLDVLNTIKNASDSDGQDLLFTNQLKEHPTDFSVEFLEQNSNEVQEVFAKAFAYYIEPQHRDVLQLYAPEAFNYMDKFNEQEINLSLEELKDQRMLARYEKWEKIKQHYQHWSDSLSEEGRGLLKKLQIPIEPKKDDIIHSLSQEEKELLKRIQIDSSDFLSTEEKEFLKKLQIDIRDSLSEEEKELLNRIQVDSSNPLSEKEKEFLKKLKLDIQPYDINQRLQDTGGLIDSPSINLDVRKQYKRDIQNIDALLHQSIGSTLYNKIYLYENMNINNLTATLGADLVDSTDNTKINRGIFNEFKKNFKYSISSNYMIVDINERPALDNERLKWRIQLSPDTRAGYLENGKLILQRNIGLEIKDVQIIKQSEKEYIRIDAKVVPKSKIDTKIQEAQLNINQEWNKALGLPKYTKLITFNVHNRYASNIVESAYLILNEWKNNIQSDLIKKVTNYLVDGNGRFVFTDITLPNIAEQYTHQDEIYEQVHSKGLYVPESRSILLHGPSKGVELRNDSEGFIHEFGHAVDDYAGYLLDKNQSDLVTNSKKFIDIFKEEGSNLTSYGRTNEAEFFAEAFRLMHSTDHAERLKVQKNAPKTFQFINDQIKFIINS
# SARS 3CLpro inh = SARS-CoV 3CLpro protease inhibition; 0.14% of 290,000 active; AID 1706; recombinant SARS-CoV 3CLpro, quenched FRET peptide cleavage; inhibition, % at 6 µM; P0C6X7; in the data active means inhibition above about 12%
# TcdB inh = blocks C. difficile toxin B glycohydrolase activity. P18177. TcdB glycohydrolase enzymatic assay, plate reader. inhibition, % at 9.99 µM. 0.24% of 350,000 active; in the data active means inhibition above about 10%
# Vc quorum ag = inducers of Vibrio cholerae quorum light production without autoinducers; V. cholerae BH1578 lux reporter, luminescence, 6 h; activation, % at 18.7 µM; 0.16% of 350,000 active; AID 588436; in the data active means activation mostly above about 9.7%, no sharp cut-off; further: not every result past the cut was called active; inactives centre near 0; reference of the scale not given here
# MazEF act = increases E. coli MazEF RNase cleavage of RNA. activation, % at 20 µM. FAM/BHQ RNA-DNA oligo cleavage fluorescence, 5 h. P0AE70. 0.32% of 350,000 active; in the data active means activation above about 50%
# SSB-PriA inh = K. pneumoniae PriA-SSBct interaction inhibition; inhibition, % at 33 µM; AlphaScreen SSBct-PriA binding, biotinylated peptide; 0.6% of 430,000 active; AID 1272365; in the data active means inhibition mostly above about 37%, no sharp cut-off; inactive means mostly below about 20%;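 further: plate controls were negative control peptide for no effect and reference peptide for full effect; strong numbers were not always called active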
# PfHsp40 yeast = restores yeast growth despite PfHsp40 toxicity | S. cerevisiae expressing PfHsp40, growth rescue, ATP luminescence | growth rescue, % at 12.5 µM | 0.68% of 340,000 active; in the data active means growth rescue above about 28%, passing the limit was not always enough;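 further: yeast W303a lacking pdr1 and pdr3 grown in galactose medium; growth measured after three days at 30 °C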
# DUSP3 inh = blocks human VHR1 dual specificity phosphatase; P51452; recombinant VHR phosphatase, pNPP absorbance; 0.52% of 290,000 active; inhibition, % at 13.3 µM; in the data active means inhibition above about 50%; further: some compounds called inactive have numbers as strong as hits
# Target sequence (P51452 whole entry, looked up): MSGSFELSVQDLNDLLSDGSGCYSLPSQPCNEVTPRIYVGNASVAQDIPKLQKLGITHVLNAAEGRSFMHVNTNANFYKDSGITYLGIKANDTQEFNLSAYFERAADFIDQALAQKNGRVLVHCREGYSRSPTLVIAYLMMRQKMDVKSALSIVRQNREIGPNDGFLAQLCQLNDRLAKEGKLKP
# Yp Topo-I inh = inhibitors of Yersinia pestis topoisomerase I. Y. pestis Topo-I cleavage product accumulation, plate reader. activity, % at 10 µM. 0.064% of 360,000 active. AID 504884; in the data active means activity above about 50%, passing the limit was not always enough; further: inactives centre near 2
# Rv3671c protease = inhibitors of M. tuberculosis serine protease Rv3671c; P9WHR9; inhibition, % at 5.96 µM; 0.048% of 320,000 active; AID 2606; in the data active means inhibition above about 38%;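 further: extracellular domain of Rv3671c used as enzyme; 0% = enzyme with DMSO and 100% = no enzyme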
# Active calls of the source: *; i = inactive; . = not tested or not shown; & = joins results of further samples. These rows are one share of the data; the hit share may differ from the screen's.
SMILES,Anthrax LF inh2,SARS 3CLpro inh,TcdB inh,Vc quorum ag,MazEF act,SSB-PriA inh,PfHsp40 yeast,DUSP3 inh,Yp Topo-I inh,Rv3671c protease
CCOC(=O)N1CCN(C(=O)CN(c2cccc(OC)c2)S(C)(=O)=O)CC1,4,7,.,2.9,-6,-12,1.0,16,2,-8
O=C(CCSCCc1ccccn1)Nc1ccccn1,2,0,.,i,-1,0,-1.6,14,-4,4
COc1ccc(S(=O)(=O)N2CCCCCC2)cc1C(=O)N(C)Cc1cccs1,-9,.,1.6,-1.4,7,-10,-0.3,.,29,0
Cc1occc1C(=O)N/N=C/c1ccccn1,0,0,0.8,i,-4,.,1.3,4,-7,-16
Cc1ccnc2ccc(-c3nc4ccccc4o3)cc12,-4,3,.,i,1,-1,3.4,3,8,-17
CCCN(CCC)C(=O)c1ccccc1C(=O)N(CCC)CCC,-7,0,.,-0.3,-2,-11,-0.2,-16,3,-5
Cc1cccc(C)c1NC(=O)CSc1nc(C2CC2)nc2ccccc12,-9,2,-0.6,-0.2,-2,1,0.5,20,10,-13
O=C1OCc2ccc(NC(=O)c3c(F)cccc3Cl)cc21,2,-6,1.4,-0.7,0,3,0.4,19,-5,-6
CCOC(=O)c1ccc(NC(=O)Nc2ccc3c4c(cccc24)C(=O)N3CC)cc1,0,1,1.2,-0.7,35,-9,0.6,27,2,-4
COC(=O)c1cc(NC(=O)c2ccccc2F)cc(C(=O)OC)c1,-5,1,0.3,3.7,6,-2,-0.9,23,1,-10
c1ccc2c(c1)OCC(CNc1ncnc3sccc13)O2 (stereo not drawn),0,0,.,-1.7,3,-10,0.0,22,3,-12
CC(C)(C)OC(=O)CNC(=O)c1nc[nH]c1C(=O)N1CCc2ccccc2C1,-6,-1,0.5,-1.0,3,-2,-1.3,13,8,-7
Cc1ccc(N2CCN(CC(O)COc3ccc([N+](=O)[O-])cc3)CC2)cc1 (stereo not drawn),0,0,4.3,0.5,4,4,2.3,27,-5,10
N#Cc1c(NC(=O)c2ccc([N+](=O)[O-])o2)sc2c1CCC2,-1,2,1.1,-0.5,8,0,-0.2,36,-6,7
O=C(Nc1ccc(F)cc1)c1oc2ccccc2c1NC(=O)C1CCCC1,-2,1,0.9,-0.3,-4,-12,-0.7,31,-9,-4
O=C(NNC(=O)c1ccccc1-n1cccc1)c1ccccc1,0,-3,.,2.2,9,-5,-0.7,23,3,0
CCCCNC(=O)c1onc(CS(=O)(=O)c2ccccn2)c1C(=O)NCCCC,-2,.,0.9,i,4,-11,0.2,.,21,-14
CCCC(=O)Nc1ccc2oc(-c3ccc(OC)c(Br)c3)nc2c1,-6,-4,.,i,-2,-6,0.6,2,9,-10
COc1ccc(NC2=C(Cl)C(=O)N(CCc3ccccc3)C2=O)cc1,0,7,1.0,-5.6,1,-4,0.1,12,4,10
Cc1ccc2nc3c(cc(C(=O)NCCN4CCOCC4)c(=N)n3CCCN3CCOCC3)c(=O)n2c1,-2,-4,.,-0.5,1,1,0.0,16,-4,-11
COc1ccc(Cl)cc1NC(=O)c1[nH]c(C)c(C(C)=O)c1C,1,1,-1.7,-0.3,-16,-10,-1.5,8,9,-6
CCSc1ncc(/C=N/Nc2ccc(F)cc2)n1C,-8,-3,.,i,1,.,1.1,30,-2,8
CN(C)S(=O)(=O)c1cccc(C(=O)OCC(=O)N2c3ccccc3NC(=O)C2(C)C)c1,2,1,.,-0.2,3,-7,-2.4,19,-4,-3
N#CCOC(=O)C1CCN(S(=O)(=O)c2ccc3c(c2)OCCO3)CC1,1,.,1.6,i,1,-14,.,.,-10,5
C=C1CC(COc2ccc3c(C)c(Cl)c(=O)oc3c2)(c2ccccc2)OC1=O (stereo not drawn),0,.,0.3,i,-4,4,3.0,.,46,.
O=C(NCCN1CCOCC1)c1ccc2c(c1)N(Cc1cccc(Cl)c1)C(=O)c1ccccc1S2(=O)=O,-1,.,0.4,0.0,3,.,.,.,10,.
CCCOc1ccc(C(=O)N2CCN(c3ccc(NC(=O)CC)cc3Cl)CC2)cc1,1,-3,2.3,i,2,4,2.2,14,7,-2
COc1ccc(N2CCN(C(=O)CCC(=O)c3cc(C)sc3C)CC2)cc1,-19,-5,-1.9,-1.5,-7,26,0.3,16,36,-3
CCOc1ccc(NC(=O)CSc2cn[nH]n2)cc1,2,.,0.1,-0.8,6,-1,0.4,.,-3,5
CNC(=O)c1ccc(CN(C)C(=O)c2cccc(S(=O)(=O)N3CCc4ccccc4C3)c2)cc1,-4,.,0.6,0.2,4,.,.,.,23,.
O=C(O)CCSCc1ccccc1F,-2,0,.,-1.0,10,-17,-0.3,26,-3,-10
COC(=O)c1c(NC(=O)COC(=O)[C@@H](NS(=O)(=O)c2ccc(C)cc2)C(C)C)sc2c1CCC2,-2,-2,.,i,-4,-11,-0.8,-1,4,-18
COC(=O)c1ccc(OCC(=O)c2cccc(OC)c2)cc1,-1,0,0.2,-0.3,-4,0,1.3,-7,7,9
Cc1nc2sccc2c(=O)n1N,-1,1,0.7,-0.5,2,-4,0.9,6,3,4
NC(=O)c1ccsc1NC(=O)c1ccc(S(=O)(=O)N2CCCc3ccccc32)cc1,-2,7,-0.5,-0.2,-24,-5,-0.5,8,-1,-89
CN(CC(=O)NC1CCCCC1)S(=O)(=O)c1ccc(Cl)cc1,8,-1,.,-0.6,12,-7,-0.1,-19,18,-10

# A different layout for part of the listing above:
# Values in the order: Anthrax LF inh2	SARS 3CLpro inh	TcdB inh	Vc quorum ag	MazEF act	SSB-PriA inh	PfHsp40 yeast	DUSP3 inh	Yp Topo-I inh	Rv3671c protease
> C=C1CC(COc2ccc3c(C)c(Cl)c(=O)oc3c2)(c2ccccc2)OC1=O (stereo not drawn)
  0	.	0.3	i	-4	4	3.0	.	46	.
> O=C(NCCN1CCOCC1)c1ccc2c(c1)N(Cc1cccc(Cl)c1)C(=O)c1ccccc1S2(=O)=O
  -1	.	0.4	0.0	3	.	.	.	10	.
> CCCOc1ccc(C(=O)N2CCN(c3ccc(NC(=O)CC)cc3Cl)CC2)cc1
  1	-3	2.3	i	2	4	2.2	14	7	-2
> COc1ccc(N2CCN(C(=O)CCC(=O)c3cc(C)sc3C)CC2)cc1
  -19	-5	-1.9	-1.5	-7	26	0.3	16	36	-3
> CCOc1ccc(NC(=O)CSc2cn[nH]n2)cc1
  2	.	0.1	-0.8	6	-1	0.4	.	-3	5
> CNC(=O)c1ccc(CN(C)C(=O)c2cccc(S(=O)(=O)N3CCc4ccccc4C3)c2)cc1
  -4	.	0.6	0.2	4	.	.	.	23	.
> O=C(O)CCSCc1ccccc1F
  -2	0	.	-1.0	10	-17	-0.3	26	-3	-10

# Following part.
SMILES,Anthrax LF inh2,SARS 3CLpro inh,TcdB inh,Vc quorum ag,MazEF act,SSB-PriA inh,PfHsp40 yeast,DUSP3 inh,Yp Topo-I inh,Rv3671c protease
Cc1[nH]c(=O)c(C#N)c(C)c1Cc1ccc(Cl)cc1Cl,-3,2,0.3,-0.2,10,-4,0.2,0,1,-2
CCO[C@H]1OC(C(=O)N2CCN(Cc3ccccc3)CC2)=C[C@@H](C)[C@@H]1CCCO,-8,-2,-0.7,i,1,-7,-0.8,30,-3,1
COc1ccc(NC(=S)NCc2ccco2)cc1,0,3,.,11,0,-2,0.0,21,0,-2
CC(Sc1nncs1)C(=O)NCC(=O)Nc1ccc(F)c(F)c1F (stereo not drawn),0,3,1.9,-1.3,4,-10,0.0,18,7,-3
O=C1CCC/C(=N\NC(=O)c2ccc(COc3cccc4cccnc34)cc2)C1,2,-1,.,-0.2,-12,.,0.2,15,-6,2
COc1ccc(OC)c(NP(=O)(Oc2ccccc2)Oc2ccccc2)c1,3,2,0.5,i,-4,-2,-0.1,14,13,.
COc1ccc(C(=O)CSc2nnc(CN3CCCCC3)n2-c2ccc(F)cc2)cc1,-1,6,0.7,i,6,4,0.3,5,16,-2
CNS(=O)(=O)c1cccc(C(=O)NCC2(N3CCOCC3)CCCCC2)c1,-2,-1,-0.4,0.6,1,13,-0.3,13,-3,3
Cc1c(C(=O)N(Cc2nnc(-c3ccccc3Cl)o2)C2CC2)oc2ccccc12,-3,.,1.3,i,-5,1,1.1,.,37,-12
Cc1cccc(OCC(=O)NC(Cc2ccccc2)C(=O)O)c1 (stereo not drawn),1,1,.,-0.3,2,5,-0.8,-4,-6,-3
CC(=O)N1CCC(=O)N(C(C)C)c2ccccc21,-1,1,.,25*,2,1,0.5,37,-7,-19
Cc1ccc(S(=O)(=O)Cn2nnnc2C(c2ccccn2)N2CCN(c3ccccc3)CC2)cc1 (stereo not drawn),-5,3,.,-1.7,3,3,1.9,29,20,-11
CCOC(=O)C(CC)Sc1ncnc2nc[nH]c12 (stereo not drawn),-1,5,.,i,-6,-2&-12,-0.7,22,2,7
CCC(C(=O)NC1CCCC1)N(C(=O)c1snc(C(N)=O)c1N)c1ccc(OC)c(OC)c1 (stereo not drawn),8,0,0.8,-0.6,5,-19,-0.1,21,0,-6
O=C(c1ccc2c(=O)n3c(nc2c1)CCC3)N1CCCSC1=Nc1ccccc1,1,.,1.1,-0.3,4,-13,-2.0,.,-12,2
CCOC(=O)C1CCCN(c2c(NCc3ccco3)c(=O)c2=O)C1 (stereo not drawn),1,1,0.4,-0.2,-7,-3,0.3,-16,1,-4
O=C(c1ccccc1)N1CCCCCC1,-1,-4,.,-0.3,6,-10,-1.2,0,-2,-10
Cc1ccc(N=Cc2c(C)[nH]n(-c3nc4ccccc4[nH]3)c2=O)cc1,-1,1,0.6,-1.4,-1,-9,-7.3,11,2,5
N#C/C(=C\c1cccc(Cl)c1)c1n[nH]c(Cn2cncn2)n1,1,7,.,.,-1,1,1.3,4,1,2
Cc1ccccc1-c1nc(CS(=O)(=O)CC(=O)N(C)C2CCCCC2)c(C)o1,-4,-3,-0.7,-0.2,-22,14,-1.6,19,34,4
Cn1nccc1C(=O)N1CCCC(N2CCN(Cc3ccc4c(c3)OCO4)CC2)C1 (stereo not drawn),3,-4,1.7,-2.0,0,-21,0.5,23,-4,.
CCN1CCN(C(=O)C2CCCN(S(=O)(=O)c3ccc(OC)c(OC)c3)C2)CC1 (stereo not drawn),8,-7,0.4,-0.7,-2,4,0.6,26,-9,-5
CCN1CCN(CC(O)COCc2cc(OC)c(OC)c(OC)c2)CC1 (stereo not drawn),0,0,0.5,i,2,-12,0.9,9,-1,3
O=C(Nc1cnc2ccccn2c1=O)c1ccc(F)cc1,5,3,.,-0.6,3,3,-0.6,-2,1,3
CC(C)c1cc(C(=O)NCc2ccco2)no1,-7,-2,0.5,-0.4,-5,-7,0.5,-15,-1,0
CCC(=O)NCCc1nc2cc(NC(=O)c3ccc(OC)cc3)ccc2n1C,-2,-8,0.9,i,6,-16,-0.8,31,13,-1
O=C(N1CCN(CCO)CC1)N1c2ccccc2CCc2ccccc21,2,4,1.6,12,3,-13,-0.3,-8,-6,-8

# Gathered by group, the compounds so far with a furan ring, fused or not.
SMILES,Anthrax LF inh2,SARS 3CLpro inh,TcdB inh,Vc quorum ag,MazEF act,SSB-PriA inh,PfHsp40 yeast,DUSP3 inh,Yp Topo-I inh,Rv3671c protease
Cc1occc1C(=O)N/N=C/c1ccccn1,0,0,0.8,i,-4,.,1.3,4,-7,-16
N#Cc1c(NC(=O)c2ccc([N+](=O)[O-])o2)sc2c1CCC2,-1,2,1.1,-0.5,8,0,-0.2,36,-6,7
O=C(Nc1ccc(F)cc1)c1oc2ccccc2c1NC(=O)C1CCCC1,-2,1,0.9,-0.3,-4,-12,-0.7,31,-9,-4
COc1ccc(NC(=S)NCc2ccco2)cc1,0,3,.,11,0,-2,0.0,21,0,-2
Cc1c(C(=O)N(Cc2nnc(-c3ccccc3Cl)o2)C2CC2)oc2ccccc12,-3,.,1.3,i,-5,1,1.1,.,37,-12
CCOC(=O)C1CCCN(c2c(NCc3ccco3)c(=O)c2=O)C1 (stereo not drawn),1,1,0.4,-0.2,-7,-3,0.3,-16,1,-4
CC(C)c1cc(C(=O)NCc2ccco2)no1,-7,-2,0.5,-0.4,-5,-7,0.5,-15,-1,0

# Compound activity: PubChem BioAssay, several laboratories
